High-throughput results as filed in PubChem.
MLLE-PAM2 inh: blocks PAM2 peptide binding to the PABP1 MLLE domain; P11940; GST-MLLE / FITC-PAM2 fluorescence polarization; inhibition, % at 20 µM; 360,000 tested, 0.36% active; AID 588489; in the data active = inhibition above about 35%, passing the limit was not always enough;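 also: plate controls were DMSO wells with GST-MLLE for no effect and wells lacking GST-MLLE protein for full effect; some results filed as inactive read as strong as hits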
MT1-MMP act inh: inhibitors of human MT1-MMP activation; GFP/RFP ratio change, % at 20 µM; 360,000 tested, 0.061% active; AID 651647; HT1080 RFP-PRO-GFP cells, GFP/RFP ratio fluorescence, overnight; percent of plate control window, DMSO zero;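 active = GFP/RFP ratio change of at least 30% with cell ATP level not reduced by more than half and red fluorescence within 50% of control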; also: strong numbers were not always called active
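Assay system: RFP-PRO-GFP reporter HT1080 cells; read-out basis: GFP/RFP fluorescence ratio; benchmarks: DMSO wells and RFP-L50D-GFP cells; doses: 20 µM single dose, 1% DMSO; schedule: overnight cell settling, then overnight compound exposure, 37 °C, 5% CO2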
CendR NRP1 mod: modulators of CendR peptide binding to human neuropilin-1. O14786. FAM-RPARPAR peptide binding to NRP-1, fluorescence polarization. inhibition, % at 25 µM. 360,000 tested, 0.85% active. AID 602438;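 active = inhibition or corrected inhibition above about 18%, plus a signal ratio from 0.5 to 1.5, limit read from the data, passing the limit was not always enough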; also: strong numbers were not always called active
Rin1-Abl PPI inh: inhibitors of human Rin1-Abl protein interaction; P00519+Q13671; TR-FRET Rin1/Abl binding, biochemical; inhibition, % at 7.35 µM; 360,000 tested, 0.4% active; AID 588664; in the data active = inhibition above about 5%, passing the limit was not always enough
SKN-1 inh: inhibitors of C. elegans SKN-1 | C. elegans VP596 Pgst-4::GFP/RFP ratio, acrylamide-induced, 24 h | inhibition, % at 21.8 µM | 360,000 tested, 0.49% active | AID 624304;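 active = interference check ratio from 0.5 to 1.5 plus GFP to RFP signal ratio inhibition reaching or exceeding a fixed threshold, cut at about 30% in these data, passing the limit was not always enough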; also: some compounds called inactive have numbers as strong as hits
bovine MsrA act: activators of bovine methionine sulfoxide reductase A. purified bovine MsrA, absorbance read-out. activation, % at 10.6 µM. 360,000 tested, 0.3% active; in the data active = activation above about 7.5%;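 also: 0% = vehicle and 100% = reference activator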
FAS-TE inh: FAS thioesterase (human) inhibition; P49327; recombinant FAS-TE, OMFH fluorogenic substrate, fluorescence endpoint; inhibition, % at 15 µM; 360,000 tested, 0.67% active; AID 602261;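 active = compounds whose normalised, plate-corrected inhibition of enzyme fluorescence in the single-dose primary screen is 50% or more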;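 also: 0% = DMSO with enzyme and 100% = substrate without enzyme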
E coli Lon inh: E. coli protease La inhibition | inhibition, % at 7.94 µM | 360,000 tested, 0.42% active | P0A9M0 | purified E. coli Lon protease, fluorescence polarization; in the data active = inhibition above about 13%, passing the limit was not always enough;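 also: 0% = enzyme with probe and DMSO and 100% = no enzyme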
Target sequence (P0A9M0 whole entry, looked up): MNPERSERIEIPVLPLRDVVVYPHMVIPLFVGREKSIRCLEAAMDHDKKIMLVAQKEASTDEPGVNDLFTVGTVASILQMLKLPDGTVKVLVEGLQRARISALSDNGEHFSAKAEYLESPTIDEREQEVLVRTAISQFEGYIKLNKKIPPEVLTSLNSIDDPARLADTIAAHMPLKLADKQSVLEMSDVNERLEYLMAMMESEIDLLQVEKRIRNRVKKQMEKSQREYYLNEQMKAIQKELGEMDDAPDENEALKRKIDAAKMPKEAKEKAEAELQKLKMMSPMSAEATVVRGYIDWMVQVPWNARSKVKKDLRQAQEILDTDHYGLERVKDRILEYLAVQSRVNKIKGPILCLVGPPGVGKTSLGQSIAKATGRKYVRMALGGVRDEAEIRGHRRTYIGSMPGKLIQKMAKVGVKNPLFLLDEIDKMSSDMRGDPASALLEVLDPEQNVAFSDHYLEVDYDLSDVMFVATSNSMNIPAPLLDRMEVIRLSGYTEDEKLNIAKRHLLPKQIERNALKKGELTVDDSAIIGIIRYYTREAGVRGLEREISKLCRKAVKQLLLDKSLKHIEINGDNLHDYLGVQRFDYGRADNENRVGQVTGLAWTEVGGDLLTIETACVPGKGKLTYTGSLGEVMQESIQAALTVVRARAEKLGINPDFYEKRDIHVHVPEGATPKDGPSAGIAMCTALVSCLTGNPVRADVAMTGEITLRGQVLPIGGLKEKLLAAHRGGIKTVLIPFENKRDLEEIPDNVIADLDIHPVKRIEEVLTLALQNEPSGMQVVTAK
Neddylation inh: cullin neddylation inhibition; AID 651699; TR-FRET cullin neddylation, biochemical; 360,000 tested, 0.58% active; calls only at 25 µM; in the data active = inhibition above about 36%
Starred values were filed as active, the others as inactive; i = inactive; nt = no result given; + = active, no number.

SMILES | MLLE-PAM2 inh | MT1-MMP act inh | CendR NRP1 mod | Rin1-Abl PPI inh | SKN-1 inh | bovine MsrA act | FAS-TE inh | E coli Lon inh | Neddylation inh
CCOC(=O)C1=C(Cn2cnc3ccccc32)NC(=O)NC1c1cc(C)ccc1C (configuration not stated) | 0 | -12 | 4 | -2 | 13 | 1 | 6 | 9 | i
Cc1cccc(CSc2nc3c(c(-c4cccs4)c2C#N)CN(C)CC3)c1 | -35 | -11 | -16 | -5 | -6 | -3 | 6 | -21 | i
COc1ccc(NC(=O)C2Cc3c(-c4ccc(NC(C)=O)cc4)ccnc3O2)cn1 (configuration not stated) | 28 | -3 | 9 | 4 | -5 | -4 | -11 | 12 | i
c1ccc(N2CCN(c3ccccc3)C2c2cccnc2)cc1 | 7 | nt | 14 | 1 | -3 | -11 | 9 | -4 | i
Cn1c(SCC(=O)c2ccc3c(c2)OCO3)nnc1C1COc2ccccc2O1 (configuration not stated) | -100 | 5 | 0 | 6 | 19 | -3 | -7 | 0 | i
CCOC(=O)c1c(NC(=O)CC2Nc3ccccc3NC2=O)sc(C)c1C (configuration not stated) | -28 | -6 | -12 | -3 | 0 | -3 | -13 | -2 | i
CC(=O)N1N=C(c2cccs2)CC1c1ccco1 (configuration not stated) | 8 | 1 | -6 | 2 | 1 | -3 | -4 | -3 | i
OCCCNCc1cccc2ccccc12 | 8 | 3 | 0 | 1 | -10 | -12 | 1 | -8 | i
O=C(NCc1cccnc1)C1Cc2c(-c3ccc(Cl)cc3)ccnc2O1 (configuration not stated) | -8 | -6 | -8 | 2 | 7 | -1 | -4 | -5 | i
CCC1Sc2ccccc2N(CC(=O)NCCC(C)C)C1=O (configuration not stated) | 14 | 2 | 3 | 2 | 10 | -3 | 0 | -11 | i
COc1ccc(S(=O)(=O)NC(C)C(=O)NCc2ccco2)cc1OC (configuration not stated) | 3 | -1 | 5 | -2 | -8 | -1 | -4 | 8 | i
CCn1c2c(c3cc(OCC(C)C)ccc31)CCCC2=O | 12 | -3 | 4 | -2 | 12 | 1 | 26 | 0 | nt
CCOc1cc(/C=N/NC(=O)c2cccs2)ccc1OC(=O)N1CCOCC1 | -4 | 5 | 4 | -9 | 6 | -5 | 8 | -2 | i
Cn1c(=O)oc2cc(S(=O)(=O)NCCC(=O)N3CCc4ccccc43)ccc21 | -2 | 8 | 0 | 3 | -2 | -2 | -1 | -3 | i
COc1cccc(CNC(=O)C2CCCN(c3ncnc4c3nc3n4CCCCC3)C2)c1 (configuration not stated) | 4 | 2 | 12 | -3 | 15 | -2 | -4 | 0 | i
COc1ccc(CCNC(=O)CN2c3cccc4cccc(c34)S2(=O)=O)cc1OC | 3 | 0 | -1 | 0 | -2 | 1 | 0 | 1 | i
O=C1CCN(Cc2ccccc2)C(=O)N1 | -10 | 1 | 4 | 1 | 17 | -2 | -8 | -9 | i
O=S(=O)(c1cccs1)N1CCCc2ccccc21 | -4 | -1 | -3 | -2 | -19 | -5 | 7 | -5 | i
O=C(Nc1cccc(C(F)(F)F)c1)c1cccnc1N1CCN(CCO)CC1 | -2 | 4 | -3 | 3 | -5 | -1 | -2 | -3 | i
CCOC(=O)C1=C(N)Oc2c(oc(CO)cc2=O)C1c1ccccc1 (configuration not stated) | -1 | 1 | 5 | 0 | -4 | -3 | -3 | 6 | i
Cc1ccc(S(=O)(=O)N2CCOc3ccccc32)c(C)c1NS(C)(=O)=O | -3 | 0 | 8 | 0 | 24 | -2 | -3 | -2 | i
Cc1cc(C)cc(NC(=O)CSc2nnc(CNC(=O)c3cccs3)o2)c1 | 19 | 1 | -9 | -4 | 19 | -4 | -6 | 0 | i
CSc1ccc(C2=CC(=O)C[C@H](c3ccc(F)cc3)C2)cc1 | -2 | 8 | 0 | 2 | 4 | 2 | 27 | -1 | i
O=C(Nc1ccccc1)Oc1ccc[nH]c1=O | 0 | 2 | -4 | -1 | 1 | -1 | -3 | 1 | i
O=C(CCCCCN1C(=O)c2cccc3cccc(c23)C1=O)NC1CCS(=O)(=O)C1 (configuration not stated) | 0 | -4 | 6 | -7 | -6 | -4 | -3 | -15 | i
Cc1nc2c(sc(=S)n2Cc2ccco2)c(=O)n1CC(=O)Nc1ccccc1Cl | 12 | -1 | 7 | -1 | 12 | -1 | 7 | -1 | i
O=C(Nc1ccc2nc3n(c(=O)c2c1)CCCC3)c1ccccc1F | 3 | 0 | 1 | 3 | 25 | -1 | 0 | -2 | i
CCC(=O)Nn1c(C)nnc1C | 7 | -2 | -12 | 0 | -4 | -10 | -8 | -10 | i
O=C(c1ccc(Cl)cc1[N+](=O)[O-])N1CCOCC1 | 10 | -2 | 13 | -1 | 5 | -2 | -6 | -3 | i
CC(C)(C)[C@H]1C=C(C(N)=O)O[C@@H](OCc2ccc(CO)cc2)C1 | -13 | 2 | -8 | 2 | 6 | -1 | -5 | -10 | i
CCN(CC)c1ccc(NC(=O)CSc2nc3nc(C)cc(C)c3c(=O)[nH]2)cc1 | -4 | 3 | 0 | 7 | 5 | -2 | 4 | 5 | i
COC(OC)c1ccc(C#N)c(SCc2ccc(C)cc2)n1 | -12 | -2 | 2 | 3 | 9 | -3 | 31 | 10 | i
Cc1cccc(C)c1NC(=O)CNC(=O)C(C)NC(C)c1ccccc1Br (configuration not stated) | 0 | 1 | 0 | 1 | 9 | -2 | -2 | -6 | i
CC1Cc2c([nH]c3ccccc23)C(=O)N1 (configuration not stated) | -14 | 1 | 10 | -1 | 9 | -3 | -6 | 3 | +
COC(C)c1oc2c(C)c3oc(=O)cc(C)c3cc2c1C (configuration not stated) | 0 | 4 | -12 | -3 | 3 | -9 | 5 | 4 | nt
CC1(C)CC(=O)c2sc(NC(=O)Cc3cccs3)nc2C1 | -8 | -2 | 0 | 0 | -9 | -13 | -2 | -5 | i
Cc1ccc(OC(=S)Nc2ccc(O)cc2)cc1 | -15 | 12 | -4 | 6 | 33 | -5 | 1 | -4 | i
COc1cccc2cc(C(=O)N(C)C3CCN(C)CC3)c(=O)oc12 | 3 | 2 | 4 | -1 | 8 | -2 | -8 | 1 | i
CCCN1C2=NCCN2c2cc(C)c(C)cc21 | 7 | 4 | -6 | 0 | -3 | -7 | -3 | -12 | i
O=C(Nc1ccccc1)Nc1ccncc1 | -8 | -1 | 12 | -1 | -8 | -2 | -5 | 7 | i
CC(=O)c1cccc(NC(=O)/C=C/c2ccc(S(=O)(=O)N3CCOCC3)cc2)c1 | -5 | 11 | -14 | 2 | 6 | -3 | 1 | -8 | i
CN(Cc1ccccc1)/C(=N/O)c1cccc(Cl)c1 | 1 | -1 | 4 | 3 | 8 | -3 | -17 | 3 | i
NC(=O)C1CCN(c2ncc(C(F)(F)F)cc2Cl)CC1 | 7 | 2 | 11 | -1 | 1 | -3 | 0 | 3 | i
CCCN(CCC)CCCNC(=O)c1ccc(CS(=O)(=O)c2c(Cl)cccc2Cl)o1 | -9 | 3 | -13 | -3 | 12 | -1 | -3 | 1 | i
CCOc1ccc(OCCC(=O)OCC(=O)Nc2cccc(S(=O)(=O)N3CCCCC3)c2)cc1 | -1 | 11 | 5 | 3 | -13 | -9 | 26 | 2 | i

One compound at a time (already shown).
CC1(C)CC(=O)c2sc(NC(=O)Cc3cccs3)nc2C1 as listed: MLLE-PAM2 inh: -8; MT1-MMP act inh: -2; CendR NRP1 mod: 0; Rin1-Abl PPI inh: 0; SKN-1 inh: -9; bovine MsrA act: -13; FAS-TE inh: -2; E coli Lon inh: -5; Neddylation inh: i
COC(OC)c1ccc(C#N)c(SCc2ccc(C)cc2)n1 as listed: MLLE-PAM2 inh: -12; MT1-MMP act inh: -2; CendR NRP1 mod: 2; Rin1-Abl PPI inh: 3; SKN-1 inh: 9; bovine MsrA act: -3; FAS-TE inh: 31; E coli Lon inh: 10; Neddylation inh: i
CC1Cc2c([nH]c3ccccc23)C(=O)N1 (configuration not stated) as listed: MLLE-PAM2 inh: -14; MT1-MMP act inh: 1; CendR NRP1 mod: 10; Rin1-Abl PPI inh: -1; SKN-1 inh: 9; bovine MsrA act: -3; FAS-TE inh: -6; E coli Lon inh: 3; Neddylation inh: +

(list continues)
SMILES | MLLE-PAM2 inh | MT1-MMP act inh | CendR NRP1 mod | Rin1-Abl PPI inh | SKN-1 inh | bovine MsrA act | FAS-TE inh | E coli Lon inh | Neddylation inh
CN(Cc1nc(-c2cnccn2)no1)Cc1n[nH]c2c1CCCC2 | 4 | 0 | 3 | -1 | 2 | -14 | -9 | 1 | i
COc1ccc(CN(CCC(c2ccccc2)c2ccc(OC(C)C)cc2)C(=O)CCl)cc1OC (configuration not stated) | 10 | -33 | -11 | 1 | 4 | -1 | 52* | 2 | i
C=CCN(C(=O)c1csnn1)C(C(=O)NC1CCCC1)c1ccccc1F (configuration not stated) | 23 | -4 | 10 | 1 | -10 | 1 | -2 | -9 | i
COc1cccc(NC(=O)CN(C)C(=O)c2cc3c(s2)CCCC3)c1 | -13 | -3 | 0 | -2 | -6 | -7 | 8 | -2 | i
CCc1cc(=O)oc2cc(C)cc(OCC(=O)NCC3CCC(C(=O)O)CC3)c12 (configuration not stated) | 9 | 11 | 1 | 2 | 3 | -4 | -5 | -9 | nt
O=C(Nc1ccc(-c2nc3cc(NC(=O)c4cccs4)ccc3o2)cc1)c1cccs1 | -11 | -1 | -21 | 0 | 15 | -1 | 0 | -3 | nt
COc1ccc(Br)c(-c2nnc(CS(=O)(=O)c3ccccc3)o2)c1 | -4 | -1 | 7 | 2 | -6 | -3 | 5 | 6 | i
COc1ccc(NC(=O)CCc2nc(-c3ccc(C)cc3)no2)cc1Cl | 8 | 0 | 1 | 2 | -5 | -2 | 21 | -3 | i
CCOC(=O)C1CCN(C2=NC(=O)/C(=C/c3ccccc3OC)S2)CC1 | -10 | -4 | 0 | -4 | 14 | -1 | -4 | -1 | i
COc1ccccc1-c1oc2ccccc2c1C#CC1(N)CCCCC1 | -12 | 0 | -16 | -1 | -17 | -3 | 7 | -2 | nt
N#CC12CCCCC1CC1CCCCC1(C#N)N2N (configuration not stated) | -25 | -2 | -6 | -1 | -16 | -2 | -1 | 11 | i
CC1(C(=O)NS(=O)(=O)c2ccccc2)CCN1C(=O)c1ccccc1CCc1ccccc1 (configuration not stated) | -4 | 1 | -10 | 1 | -7 | -5 | -9 | -2 | i
CCc1cc(=O)[nH]c(SCC(=O)N2CCC(Cc3ccccc3)CC2)n1 | -9 | -2 | 8 | -1 | -8 | 1 | -4 | -11 | i
C=CCNC(=O)CSc1nnc(-c2ccccc2Cl)n1-c1c(C)n(C)n(-c2ccccc2)c1=O | -18 | -1 | 1 | -2 | 10 | -4 | -4 | -5 | i
COc1ccc(S(=O)(=O)N2CC(O)CC2C(=O)Nc2cccnc2)cc1 (configuration not stated) | 6 | 2 | -11 | 1 | -11 | 0 | -9 | -6 | i
Cc1onc(-c2c(F)cccc2Cl)c1C(=O)NCCc1ccncc1 | 12 | -3 | 20 | 1 | 3 | -4 | -3 | -3 | i
CCc1c(O)nc(SCC(=O)Nc2ccccc2)n(-c2ccccc2)c1=O | 38 | 19 | 0 | 0 | -5 | -3 | -9 | -12 | i
Cc1cnc(C)c(N2CCC(C(=O)NC(C)c3cccs3)CC2)n1 (configuration not stated) | -12 | -1 | -7 | -1 | 2 | -3 | -1 | 2 | i
CCn1c2ccccc2c2cc(NC(=O)COC(=O)c3ccccc3F)ccc21 | -8 | 1 | -6 | -31 | 2 | 0 | 21 | -17 | i
C=CCn1c(SCC(=O)OCC)nc2cc(C(=O)NCc3ccco3)ccc2c1=O | 10 | 6 | 1 | -1 | 7 | -7 | 0 | -4 | i
CCCN(CCC)C(=O)c1c(NC(=O)CC)sc2c1CCCCC2 | 6 | -1 | 2 | -1 | -4 | -2 | -4 | 8 | i
